CaV13 FRET inh: Primary screen for inhibitors of IQ motif and Ca2+-dependent inactivation inhibitor domain binding in CACNA1D, Förster resonance energy transfer in living cells, …; HEK cells, CFP/YFP FRET ICDI-IQ, plate reader, 10 min; percent FRET-ratio fall versus neutral wells; inhibition, % at 12.3 µM; actives 0.098% (n = 340,000); AID 743397;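 active = mean replicate inhibition of at least 30% and at least 1% of replicates passing that level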;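 also: 0% = median of the neutral control wells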
MC4R ag barr: MC4R agonists recruiting beta-arrestin, primary screen, cell-based, luminescence, agonist arm of biased-ligand search. Melanocortin receptor 4 (Homo sapiens), P32245. U2OS MC4R beta-arrestin complementation; percent of melanotan II response, DMSO zero. activation, % at 8.9 µM. actives 0.98% (n = 360,000);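 active = activation above a per-plate cutoff, the mean activation of sample wells on that plate plus 3 SD, cut at about 8% in these data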
aDG glyco up: activators of alpha-DG glycosylation, primary screen, uHTS, Pro5-aDG cells, AlphaScreen | alpha-DG glycosylation AlphaScreen (IIH6); 0% Pro5, 100% B10-LARGE cell signal | activation, % at 10 µM | actives 0.22% (n = 360,000);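 active = activation of at least 8% versus controls, or a plate z-score of at least 8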;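 also: Pro5 are CHO cells carrying HIG-tagged alpha-DG that lacks glycosylation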
Glyco luc inh: increase of ERlucT glycosylation luciferase signal, primary screen, N-linked glycosylation inhibitor project, D54 ERlucT cells, luminescence, set 2; D54 ERlucT glycosylation luciferase reporter, 24 h; percent of 100 nM tunicamycin response; reporter increase, % at 12.5 µM; actives 0.23% (n = 360,000);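 active = mean luciferase reporter signal, scaled so untreated is 0 and the glycosylation-blocking control 100, at or above a set limit in every replicate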;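 also: luciferase carries N-glycosylation sites so blocking glycosylation raises the light; 0% = median of neutral control wells and 100% = median of 100 nM tunicamycin wells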
H9c2 protect: cardioprotection against H2O2-induced cell death, primary screen, uHTS, H9c2 cells, ATPLite luminescence. H9c2 cardiomyocytes, H2O2 injury protection, 2 h. protection from H2O2 cell death, % at 20 µM. actives 0.63% (n = 360,000);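 active = compounds giving at least 50% protection of heart cells from peroxide-induced death in the single-dose screen, raw or plate-pattern-corrected value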;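 also: 0% = DMSO wells with peroxide and 100% = DMSO wells without peroxide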
ABCB6 inh MLPCN: ABCB6 transporter inhibitors, primary screen, K562-ABCB6 cells, flow cytometry, MLPCN library; fluorescence ratio to DMSO, % at 10 µM; K562-ABCB6 porphyrin accumulation, 1 h; active compounds read low; actives 0.19% (n = 360,000); AID 602162, 2011;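 active = fluorescence ratio to DMSO below 75%, the collection mean minus 3 SD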;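 also: signal is porphyrin accumulated inside mitochondria; 100% equals median channel fluorescence of DMSO control wells; lower ratio means ABCB6 inhibition with less porphyrin fluorescence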
PDI turbidity: inhibitors of human PDI, primary screen, biochemical, turbidity, single point, plate reader; actives 0.052% (n = 350,000); PDI insulin aggregation turbidity, A650, 90 min; Protein disulfide-isomerase (Homo sapiens), P07237; inhibition, % at 10 µM;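 active = mean inhibition across replicates of 30% or more, whatever share of single replicates reach that level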;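 also: absorbance from insulin aggregation driven by PDI reduction with DTT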
Target sequence (P07237 whole entry, looked up): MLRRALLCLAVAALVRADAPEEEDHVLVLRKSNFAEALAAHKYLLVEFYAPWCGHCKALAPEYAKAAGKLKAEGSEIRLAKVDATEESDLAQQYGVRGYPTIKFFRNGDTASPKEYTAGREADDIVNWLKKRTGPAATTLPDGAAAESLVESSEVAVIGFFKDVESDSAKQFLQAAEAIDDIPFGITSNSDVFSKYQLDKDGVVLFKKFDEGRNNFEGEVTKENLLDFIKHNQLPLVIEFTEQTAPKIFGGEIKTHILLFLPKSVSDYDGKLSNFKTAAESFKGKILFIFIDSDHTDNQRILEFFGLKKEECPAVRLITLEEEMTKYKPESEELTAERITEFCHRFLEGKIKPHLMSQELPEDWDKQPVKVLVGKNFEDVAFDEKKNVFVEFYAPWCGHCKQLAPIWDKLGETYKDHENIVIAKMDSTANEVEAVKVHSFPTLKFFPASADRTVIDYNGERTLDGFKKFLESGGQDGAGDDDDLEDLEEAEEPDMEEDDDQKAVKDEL
MC4R antagonist: MC4R antagonists of cAMP signaling, primary screen, cell-based, TR-FRET, antagonist arm of biased-ligand search; Melanocortin receptor 4 (Homo sapiens), P32245; MC4R-expressing cells, MTII-stimulated cAMP, LANCE TR-FRET; inhibition, % at 6.5 µM; actives 0.48% (n = 360,000);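 active = inhibition above its plate's cutoff, the mean of tested wells on that plate plus 3 SD, cut at about 29% in these data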;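 also: 0% = Melanotan II alone and 100% = Melanotan II plus saturating MCL0020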
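Assay system: human MC4R-expressing U2OS cells; reagent: Melanotan II stimulation of cells; dosing: 6.5 µM single dose; timing: compound 30 min, challenge 1 h, detection 1 h; signal: TR-FRET cAMP assay; replicates: one well per compound, no replicates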
m5-HT2A agonist: mouse Htr2a agonists via beta-arrestin recruitment, primary screen, cell-based, luminescence. 5-hydroxytryptamine receptor 2A (Mus musculus), P35363. CHO-K1 mHTR2A beta-arrestin complementation; percent of 30 µM serotonin response. activation, % at 7.6 µM. actives 0.66% (n = 360,000);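 active = activation above a run cutoff, the mean activation of all tested compounds plus 3 SD, cut at about 14% in these data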;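 also: 0% = plate median of compound wells and 100% = 30 µM serotonin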
Target sequence (P35363 whole entry, looked up): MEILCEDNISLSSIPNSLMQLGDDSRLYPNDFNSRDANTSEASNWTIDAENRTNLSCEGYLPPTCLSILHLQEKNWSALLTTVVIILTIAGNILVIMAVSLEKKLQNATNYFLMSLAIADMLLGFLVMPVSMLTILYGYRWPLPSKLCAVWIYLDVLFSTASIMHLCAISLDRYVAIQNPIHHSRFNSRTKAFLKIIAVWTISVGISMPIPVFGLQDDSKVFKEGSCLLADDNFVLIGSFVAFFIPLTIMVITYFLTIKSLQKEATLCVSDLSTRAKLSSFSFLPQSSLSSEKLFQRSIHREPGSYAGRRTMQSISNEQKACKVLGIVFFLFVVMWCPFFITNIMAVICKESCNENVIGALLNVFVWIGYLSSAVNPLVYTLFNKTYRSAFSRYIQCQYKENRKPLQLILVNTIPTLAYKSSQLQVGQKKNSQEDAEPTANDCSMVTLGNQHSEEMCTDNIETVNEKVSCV
Vif inh: HIV Vif self-association inhibitors, primary screen, imaging, HEK293T, single point; HEK293T cells, Vif self-association by quenched fluorescence, 24 h; AID 602346, 2012; inhibition, % at 7.49 µM; actives 0.35% (n = 340,000); in the data active = inhibition above about 50%, passing the limit was not always enough; also: some results filed as inactive read as strong as hits
* marks the source's active call; other numbers are inactive results; · = no result given. The order is random; about 3.6% have a hit in one of these screens.

Below each compound – MC4R antagonist, Glyco luc inh, m5-HT2A agonist, MC4R ag barr, Vif inh, H9c2 protect, CaV13 FRET inh, PDI turbidity, aDG glyco up, ABCB6 inh MLPCN
COc1ccc(S(=O)(=O)NCC(=O)NCc2cc(=O)n(C)c(=O)n2C)cc1C
  0, 3, -8, -2.0, -5, 3, -6, -6, -0.2, 97
COc1cccc(C(CC(=O)O)NS(=O)(=O)c2ccc3c(c2)N(C(C)=O)CC(C)O3)c1 (stereo unspecified)
  -5, 1, 0, -0.4, 4, 0, -4, -11, -0.2, 99
Cc1ccc(C)c(NC(=O)Cn2nnc(C(=O)Nc3c(C)cccc3C)c2N)c1
  -3, -3, 7, -2.1, 11, -12, -5, -11, 0.1, 95
O/N=C/c1ccc(-c2cc(Cl)ccc2Cl)o1
  0, -4, 3, 0.6, 0, -1, -2, -3, -0.6, 95
CCc1nc(SCc2ccc(C(=O)OC)o2)n[nH]1
  3, -2, -1, -2.0, 6, 3, -5, -12, -0.4, 97
O=C(NNc1ncccc1-n1cccc1)c1ccc(Cl)cc1
  7, -2, -7, -0.9, 1, 0, -4, 1, 0.4, 90
COc1cc(N)c(Cl)cc1C(=O)OCC(=O)Nc1ccc(N2CCOCC2)cc1
  7, 0, -7, 0.4, -18, 2, -2, -2, -0.2, 88
CN1CCC[C@@H]1CCNC(=O)c1cccc2c1C(=O)c1ccc(N3CCCC3)cc1S2(=O)=O
  -4, 7, -4, -0.7, -2, 15, -11, 5, -0.4, 158
CS(=O)(=O)N1CCC(C(=O)Nc2ccccc2Sc2ccccc2)CC1
  -1, 2, -4, -2.2, 13, 0, -4, 9, -0.1, 99
CCOc1ccc(NC(=O)CN2CCc3cc4c(cc3C2)OCCCO4)cc1OCC
  21, -1, -4, -1.9, 2, 3, -7, -5, 0.5, 110
COc1ccc2cc(C3CC(c4ccco4)=NN3S(=O)(=O)c3ccccc3)c(Cl)nc2c1 (stereo unspecified)
  5, -5, -4, -1.9, ·, 17, -2, -3, -0.1, 107
O=C(Nc1ccccc1F)c1cc2c(s1)-c1ccccc1S(=O)(=O)C2
  -6, -5, 5, 3.5, -11, 2, -6, 6, -0.2, 95
COc1cc(C=O)ccc1OCc1ccccc1Br
  6, -2, -3, -1.0, ·, -14, -4, -2, 0.0, 95
Cc1cc(C(=O)COc2ccc(C#N)cc2)c(C)n1CC1CCCO1 (stereo unspecified)
  4, -2, 3, -0.3, -8, -12, -10, -3, 2.7, 91
CC(Oc1ccc(Cl)cc1Cl)c1ccnc(N)n1 (stereo unspecified)
  -3, -1, 1, -1.8, 11, -7, -2, -3, 1.7, 96
CCC(C)(C)NC(=O)CCCSc1nc2ccccc2[nH]1
  5, 1, -5, -2.5, ·, -3, -2, 1, -0.1, 98
CC1=C(C(=O)Nc2ccccc2C(=O)NC2CCCCC2)SCCO1
  6, -2, -6, -2.4, -9, 5, -4, 14, 0.0, 96
Cc1ccc(-c2c(C)nn3c(N4CCOCC4)cc(C)nc23)cc1
  -5, -1, -12, -2.4, -10, -1, -4, 4, 0.0, 97
O=[N+]([O-])c1cc(-c2cccnc2)n[nH]1
  3, 1, -4, -3.1, 4, -2, -5, 4, -0.1, 96
COc1ccc(C(=O)NCCN2CCOCC2)c(OC)c1OC
  5, 2, 1, -0.1, 12, 4, 8, 0, -0.5, 99
CN1C(=O)CC(N2CCC(c3nc4ccccc4[nH]3)CC2)C1=O (stereo unspecified)
  8, 2, -1, 0.4, 10, 2, -1, ·, 0.1, 100
Clc1cccc(Cl)c1Cn1cnc(=NCc2ccco2)c2[nH]cnc21
  -17, -3, -8, 0.7, -6, 1, -4, -10, 0.3, 97
COC1CCCCC1NS(=O)(=O)c1ccc(Cl)cc1 (stereo unspecified)
  -4, 1, 1, -0.9, 11, -10, -5, 8, 0.3, 96
CCN(CC)S(=O)(=O)c1ccc(S(=O)(=O)N2CCCC2)cc1
  1, 3, -1, 0.8, -4, 4, -4, -5, 0.1, 99
Cc1nn(CC(=O)NCCCN2CCCCC2)c(=O)c2cc(-c3ccccc3)nn12
  3, 1, -7, -1.8, -3, 10, -6, -16, 0.0, 94
COc1ccc2oc(=O)cc(-c3cc4cccc(OC)c4o3)c2c1
  -13, -7, 1, 1.6, -1, -7, -3, 16, -0.3, 103
COc1ccc(NC(=O)CC(NC(C)c2ccccc2)C(=O)O)cc1 (stereo unspecified)
  -2, 4, 0, -2.8, -4, 2, -3, -11, -0.2, 90
CC(C)CC(=O)Nc1nnn(C)n1
  1, 1, 0, -2.1, -3, 2, ·, -5, -0.2, 97
C=CCN1C(=O)/C(=C2/Sc3ccc(OC)cc3N2C)SC1=Nc1cccc(O)c1
  21, -9, 2, 4.3, 13, -3, -5, -1, -0.3, 107
CCCCn1c(N)c(N(CCOC)C(=O)c2ccc3c(c2)OCCO3)c(=O)[nH]c1=O
  -4, 1, 3, -0.6, -10, 6, -3, 4, -0.3, 102
CC1CCN(C(=O)COC(=O)c2ccccc2C(=O)c2ccccc2)CC1
  -4, -1, 4, -0.5, 10, 0, -7, 5, 0.1, 98
COc1ccc(CNC(=O)CCCNC(=O)c2ccc(Cl)cc2)cc1OC
  -2, 0, 5, -0.4, ·, -2, -18, 7, 0.2, 95
COc1cc(/C=N/NC(=O)c2sc(N)c(C#N)c2C)cc(Br)c1O
  -3, 13, 2, -0.4, 26, 33, ·, 3, -0.4, 122
COc1ccc(N2CCN(C(=O)Cc3ccc(OC)c(OC)c3)CC2)cc1
  13, 1, -2, 0.4, -5, 3, -3, 7, 0.0, 89
CC(C)=CCC/C(C)=C/C(=O)O
  5, -3, 0, 0.3, 0, -1, ·, ·, 2.3, 96
CCC(C(=O)NC1CCCCCC1)n1nc(C)c2c(C)n(-c3ccccc3)nc2c1=O (stereo unspecified)
  21, -2, 1, -1.6, -2, -4, -7, -7, 0.2, 95
O=C(OCC(=O)N1CCCc2ccccc21)c1ccc(F)c(S(=O)(=O)N2CCOCC2)c1
  5, -2, 2, -3.1, 1, -4, -4, 3, -0.1, 102
Cc1ccccc1CSc1nnc(C)n1N
  -5, 0, 2, -1.2, -2, 3, -8, 2, 0.0, 102
CCC(=O)N1CCN(c2cc(NCC3CCCO3)c(F)cc2[N+](=O)[O-])CC1 (stereo unspecified)
  9, 2, -2, -2.7, 0, -2, 4, -3, -0.1, 95
COc1cccc(C(=O)n2ccc(-c3cccs3)n2)c1
  3, 0, 3, -1.2, 26, 0, -2, 6, 0.0, 103
O=C(CCCN1C(=O)c2ccccc2C1=O)Nc1nccs1
  7, 0, 1, -0.3, 14, -2, ·, 5, 0.2, 97
Cc1ccc(O)c(N=CC2=C(O)c3ccccc3C2=O)c1
  -4, 1, 2, 3.2, ·, 15, -6, -1, 0.1, 104
Cc1c(C(=O)NCc2ccc3c(c2)OCCO3)sc(=O)n1Cc1ccc2c(c1)OCO2
  13, -4, 5, -0.8, -4, 3, 25, -2, 0.1, 103
Cc1ccc(C)c(OCC(=O)Nc2ccccc2C(=O)N2CCN(C)CC2)c1
  4, 2, -6, -3.0, -1, 3, -6, -11, 0.0, 101
COc1cc(C(=O)NNC(=O)c2ccccc2OCc2c(C)noc2C)cc(OC)c1OC
  0, 3, 13, -1.5, -5, 8, -6, 17, -0.2, 96
O=C(c1ccccc1)c1ccc(-n2ccnc2)c([N+](=O)[O-])c1
  -1, -5, -3, -0.8, -19, -6, -7, 4, 0.2, 97
CCC(CC)N1CCN(CCc2ccccc2)C(CCO)C1 (stereo unspecified)
  0, -1, -1, -2.2, 23, -5, -3, 5, -0.2, 100
Cc1nc(-c2ccc(NC(=O)c3ccccc3)cc2)cs1
  0, -16, -1, -1.7, 17, -22, 1, -1, 0.0, 96
CCOC(=O)c1c(NC(=O)/C=C/c2ccc(C)o2)sc(C)c1C
  3, 0, -1, -2.7, 6, 3, -7, -6, -0.2, 104
O=C(NCC1CCS(=O)(=O)C1)NCC1CCS(=O)(=O)C1 (stereo unspecified)
  1, 1, 4, -0.7, 9, 2, -9, -14, 0.2, 97

Further compounds.
Below each compound – MC4R antagonist, Glyco luc inh, m5-HT2A agonist, MC4R ag barr, Vif inh, H9c2 protect, CaV13 FRET inh, PDI turbidity, aDG glyco up, ABCB6 inh MLPCN
O=C(Cc1cccc(NC(=O)C2CCN(C(=O)C3CCCC3)CC2)c1)Nc1cccc(C(=O)N2CCCCC2)c1
  -2, -1, 8, -0.1, -1, -2, -8, -15, -0.1, 94
COc1cc(S(=O)(=O)NCc2ccccn2)c(OC)cc1Cl
  -1, 0, 0, 0.5, -2, -7, -7, -11, -0.1, 102
Clc1ccccc1OCc1nnc(-c2ccccc2)o1
  21, -5, -2, 4.0, -2, -6, -2, -4, 1.2, 104
Cc1ccccc1N1C(=O)C2C3C=CC(C2C1=O)N(C)C3=O (stereo unspecified)
  3, 0, -1, -0.8, -1, 4, -4, -1, -0.1, 99
CC(OC(=O)c1ccc2c(c1)OCO2)C(=O)NC1CCCCC1C (stereo unspecified)
  3, -2, 0, -1.4, -2, 3, -4, -9, 0.1, 105
NC(=O)c1cn(-c2ccccc2)nc1-c1cccnc1
  -1, 0, -6, -1.4, -2, -1, -5, -3, 2.5, 104
COc1ccc(C(=O)/C=C/C(=O)N(CC(=O)NC2CCCCC2)Cc2ccccc2OC)c(O)c1
  48*, -6, 1, -5.7, -5, -26, 5, 3, -0.5, 100
COC(=O)C1CCN(C(=O)C2CCN(C(=O)[C@@H](NS(=O)(=O)c3ccc(C)cc3)C(C)C)CC2)CC1
  0, -1, -1, 0.6, -2, 1, ·, ·, 0.5, 99
CCCCc1c(O)nc(SCC(=O)Nc2ccc(C)cc2)n(-c2ccc(OC)cc2)c1=O
  18, 4, 6, 0.7, 8, 6, -4, 2, 0.1, 97
CCc1nnc(NC2=NCCC2)s1
  5, 1, -2, -0.1, 3, 7, 0, 1, -0.2, 87
C=CCn1c(SCC(=O)Nc2ccc(C(=O)OCC)cc2)nnc1-c1cccs1
  -4, -2, -2, 5.2, -9, 0, -1, -5, 0.1, 88
COc1ccccc1C(=O)OCC(=O)Nc1cccc(S(=O)(=O)N2CCCC2)c1
  8, -1, -4, -0.5, 5, -2, -5, 9, 0.1, 103
COc1ccc(C2=C(N)c3ccccc3C2=O)cc1
  -26, -3, -1, -1.2, -3, -14, -12, -9, 0.8, 98
COCCn1c(C)c(C)c2c(NCCc3ccccc3)ncnc21
  4, -20, -1, 0.4, -6, -2, -13, 3, 0.3, 110
COC(=O)c1cc(C#N)c(=O)[nH]c1C
  3, 3, 0, -0.1, ·, 7, -4, 6, -0.3, 104

Screening results (PubChem BioAssay)
